# MC4R antagonist – antagonists of human melanocortin 4 receptor (MC4R). P32245. hit rate 0.48% among 360,000. MC4R-expressing cells, MTII-stimulated cAMP, LANCE TR-FRET. inhibition, % at 6.5 µM;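 active = inhibition above its plate's cutoff, the mean of tested wells on that plate plus 3 SD, cut at about 29% in these data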;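 note: 0% = Melanotan II alone and 100% = Melanotan II plus saturating MCL0020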
# Target sequence (P32245 whole entry, looked up): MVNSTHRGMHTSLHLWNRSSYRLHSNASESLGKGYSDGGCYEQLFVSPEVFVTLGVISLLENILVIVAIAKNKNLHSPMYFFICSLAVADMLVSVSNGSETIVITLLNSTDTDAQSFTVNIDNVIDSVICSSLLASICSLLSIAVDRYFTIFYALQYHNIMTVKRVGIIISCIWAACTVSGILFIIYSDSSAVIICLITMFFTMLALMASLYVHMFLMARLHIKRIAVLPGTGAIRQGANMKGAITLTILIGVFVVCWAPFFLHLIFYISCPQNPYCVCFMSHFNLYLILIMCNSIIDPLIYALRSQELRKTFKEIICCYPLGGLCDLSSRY
#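 Assay system: U2OS-MC4R stable cell line; Also added: Melanotan II; Technique: Eu-cAMP/anti-cAMP TR-FRET, emission 671 nm; Times: 30-min compound, 1-h challenge, 1-h detection, room temperature.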
# Exocytosis inh – blocks lytic granule exocytosis; hit rate 0.66% among 360,000; AID 651702; TALL-104 LAMP-1 surface exposure, flow cytometry; cells stimulated with thapsigargin and PMA; inhibition, % at 10 µM;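 active = inhibition above about 55%, limit read from the data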
# ABHD5-PLIN5 inh – blocks binding of human ABHD5 to perilipin-5. Q00G26+Q8WTS1. Split G. princeps luciferase complementation, luminescence, 4 h. inhibition, % at 4 µM. hit rate 0.78% among 360,000. AID 602281;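 active = inhibition above the mean inhibition across every tested compound plus 3 SD, cut at about 22% in these data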;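 note: 0% = DMSO only wells and the 100% control is not disclosed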
# iPSC survival up – hiPSC single-cell survival enhancement | ATPlite luminescence; 100% = ROCK inhibitor wells, 0% = DMSO | AID 602274 | hit rate 0.044% among 360,000 | survival enhancement, % at 20 µM; in the data active = survival enhancement above about 18%;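 note: cells exposed to compounds for 16 hours before the ATP read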
# HTR2A ag – agonists of mouse serotonin 5-HT2A receptor (HTR2A). P35363. CHO-K1 mHTR2A beta-arrestin complementation, luminescence; percent of 30 µM serotonin response. activation, % at 7.6 µM. hit rate 0.66% among 360,000. AID 624169;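 active = activation above a run cutoff, the mean activation of all tested compounds plus 3 SD, cut at about 14% in these data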;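 note: 0% = plate median of compound wells and 100% = 30 µM serotonin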
# Target sequence (P35363 whole entry, looked up): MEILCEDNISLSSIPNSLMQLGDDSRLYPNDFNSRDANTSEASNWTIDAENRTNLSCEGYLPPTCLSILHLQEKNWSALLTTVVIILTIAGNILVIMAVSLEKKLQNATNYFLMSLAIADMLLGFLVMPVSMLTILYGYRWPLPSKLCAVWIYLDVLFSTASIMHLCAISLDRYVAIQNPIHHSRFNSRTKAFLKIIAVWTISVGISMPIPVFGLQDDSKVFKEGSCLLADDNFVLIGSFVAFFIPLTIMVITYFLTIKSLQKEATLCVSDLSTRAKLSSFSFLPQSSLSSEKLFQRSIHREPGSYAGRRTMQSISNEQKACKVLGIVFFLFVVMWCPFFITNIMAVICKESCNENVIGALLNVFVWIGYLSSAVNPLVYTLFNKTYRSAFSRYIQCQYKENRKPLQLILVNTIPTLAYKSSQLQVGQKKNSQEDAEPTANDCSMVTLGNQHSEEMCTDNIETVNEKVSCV
# ABCB6 inh 2 – human ABCB6 transporter inhibition | hit rate 0.19% among 360,000 | fluorescence ratio to DMSO, % at 10 µM | K562-ABCB6 porphyrin accumulation, flow cytometry, 1 h; hits give low values | Q9NP58;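 active = fluorescence ratio to DMSO below 75%, the collection mean minus 3 SD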;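 note: signal is porphyrin accumulated inside mitochondria; 100% equals median channel fluorescence of DMSO control wells; lower ratio means ABCB6 inhibition with less porphyrin fluorescence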
# Glyco luc inh – N-linked glycosylation inhibition; D54 ERlucT glycosylation luciferase reporter, 24 h; percent of 100 nM tunicamycin response; reporter increase, % at 12.5 µM; hit rate 0.23% among 360,000;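 active = mean luciferase reporter signal, scaled so untreated is 0 and the glycosylation-blocking control 100, at or above a set limit in every replicate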;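 note: luciferase carries N-glycosylation sites so blocking glycosylation raises the light; 0% = median of neutral control wells and 100% = median of 100 nM tunicamycin wells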
# aDG glyco act – increases alpha dystroglycan glycosylation. Pro5-aDG cells, alpha-DG glycosylation AlphaScreen (IIH6); 0% Pro5, 100% B10-LARGE cell signal. activation, % at 10 µM. hit rate 0.22% among 360,000. AID 624168;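 active = activation of at least 8% versus controls, or a plate z-score of at least 8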;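 note: Pro5 are CHO cells carrying HIG-tagged alpha-DG that lacks glycosylation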
# H9c2 protect – modulators protecting cardiomyocytes from myocardial damage; protection from H2O2 cell death, % at 20 µM; H9c2 cardiomyocytes, H2O2 injury protection, ATPLite, 2 h; AID 588492; hit rate 0.63% among 360,000;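 active = compounds giving at least 50% protection of heart cells from peroxide-induced death in the single-dose screen, raw or plate-pattern-corrected value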;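 note: 0% = DMSO wells with peroxide and 100% = DMSO wells without peroxide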
# MC4R ag barr – agonists of human melanocortin 4 receptor (MC4R) beta-arrestin; P32245; U2OS MC4R beta-arrestin complementation, luminescence; percent of melanotan II response, DMSO zero; activation, % at 8.9 µM; hit rate 0.98% among 360,000;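 active = activation above a per-plate cutoff, the mean activation of sample wells on that plate plus 3 SD, cut at about 8% in these data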
# The depositor's hits bear a star; / = no result given.
# The line under a structure holds: MC4R antagonist	Exocytosis inh	ABHD5-PLIN5 inh	iPSC survival up	HTR2A ag	ABCB6 inh 2	Glyco luc inh	aDG glyco act	H9c2 protect	MC4R ag barr
COc1ccc(Cl)cc1C(=O)Nc1nc(C)cc(C)n1
  8	-1	-12	2.3	6	91	0	0.1	3	-1.5
CCN(CC)CCN(C(=O)c1ccc2ccccc2c1)c1nc2ccc(F)cc2s1
  1	11	-3	-0.4	-6	94	-2	0.0	15	-1.3
COC(c1ccccc1)c1nnc(CCC(=O)N(C)CCCC2CCCC2)o1 (stereo not drawn)
  -9	-1	7	3.9	5	87	-2	1.5	-11	-0.1
COc1ccc(C(=O)N(CC2CCCO2)C(C(=O)NC2CCCC2)c2ccc(Cl)cc2)cc1OC (stereo not drawn)
  11	2	-1	-1.2	2	96	-1	0.4	7	-0.8
COc1ccccc1C(=O)N(C)c1nnc(-c2ccccc2)s1
  -3	2	-2	-0.4	-3	90	-2	-0.1	0	-1.3
CCOC(=O)c1cnc(-n2nc(C)cc2C)nc1N(C)C
  0	-3	5	-1.9	5	102	-2	0.5	-18	-1.7
COc1ccccc1CC(=O)NC12CC3CC(CC(C3)C1)C2
  8	-16	-6	-0.8	-3	99	0	0.0	14	-1.1
COc1ccc2cc(CN(CC3COCCO3)S(=O)(=O)c3ccccc3)c(=O)[nH]c2c1 (stereo not drawn)
  -1	0	6	-2.0	2	100	3	0.2	15	0.6
C[C@H](NC(=O)c1nc[nH]c1C(=O)N[C@@H](Cc1ccccc1)C(=O)OCc1ccccc1)C(=O)OC(C)(C)C
  34*	-1	-12	1.7	4	102	0	0.2	-6	7.6
Cc1ccc(Cl)cc1NC(C#N)c1ccccc1 (stereo not drawn)
  2	0	4	3.0	1	99	-1	-0.1	-2	1.9
N#Cc1cc2ccccc2nc1SCc1ccccn1
  -6	-1	1	-2.2	3	107	-9	0.1	3	-1.5
O=C(NC(NC(=O)c1ccccc1)C(=O)c1ccccc1)c1ccccc1
  -1	-2	-5	5.7	1	103	0	-0.1	-4	-0.6
Nc1ccc(N2CCN(c3ccc(Cl)c(Cl)c3)CC2)cc1
  -1	3	2	0.3	35*	98	2	1.1	-2	0.0
COc1ccc(-c2nc3c(C)cc(Br)cn3c2Cc2ccccc2)cc1OC
  /	1	-8	1.7	-4	104	-1	-0.3	0	/
O=C(Oc1cccc(-n2cnnn2)c1)c1ccco1
  -5	-2	5	-0.1	-1	82	2	-0.2	17	-1.7
CCCCC(=O)Nc1cc(NC(=O)CCCC)cc(C(=O)O)c1
  1	0	4	-0.1	0	87	3	-0.1	0	-0.7
CN(N=Nc1nc[nH]c1C(=O)NN)C1CCCCC1
  6	-7	-5	4.7	0	109	0	0.0	-2	0.3
O=C(O)/C=C\C(=O)Nc1ccccc1C(=O)N1CCN(c2ccc(Cl)cc2)CC1
  0	-2	0	-1.1	2	101	-2	-0.1	-3	-0.1
CCSc1nsc(NC(=O)Nc2ccccc2F)n1
  1	16	-17	-0.1	-1	95	-2	0.1	-17	2.6
Cc1nc2ccc3[nH]snc3c2n1
  15	8	-6	1.0	4	98	-1	0.1	2	0.1
COCC(=O)N(C)C1(c2nnnn2CCOC(=O)Nc2ccc(Cl)cc2)CCCC1
  4	1	2	0.1	2	107	1	0.1	-2	-3.0
CSCCC(c1nc2ccccc2[nH]1)n1c(C)nc2ccccc21 (stereo not drawn)
  /	-4	3	0.0	0	94	/	-0.2	/	/
CCc1ccc(N(C(=O)C(F)(F)F)C(C(=O)NC2CCCCC2)c2ccncc2)cc1 (stereo not drawn)
  -5	0	-4	1.3	0	104	3	0.3	1	-0.8
Nc1nc(SCC(=O)NC2CCCCCC2)[nH]c(=O)c1-c1ccccc1
  3	2	-4	6.0	-3	87	0	-0.1	3	-1.1
CC1Oc2ccccc2C=C1/C=N\NC(=O)c1cccnc1 (stereo not drawn)
  -5	-7	-3	0.3	-5	91	0	0.1	-1	0.3
NC(=O)C1CCN(CC(O)CSc2ccc(F)cc2)CC1 (stereo not drawn)
  -3	4	4	-0.3	-7	100	0	0.0	4	-1.2
Oc1ccccc1C1SC(c2ccccc2O)SC(c2ccccc2O)S1 (stereo not drawn)
  10	3	-19	-0.7	12	102	-3	-0.3	-21	-2.2
COc1ccc(S(=O)(=O)NCC2CCCO2)cc1Cl (stereo not drawn)
  3	-2	5	0.6	1	100	2	0.0	-2	0.8
CNc1cccc(-c2ccccc2CO)n1
  14	6	3	-1.0	0	105	0	0.1	-5	2.8
Cc1sc2ncnc(N[C@@H](Cc3c[nH]c4ccccc34)C(=O)O)c2c1C
  10	-5	-2	1.3	6	97	3	-0.3	15	-2.3

# Complete entries as entered above. Order of values: MC4R antagonist | Exocytosis inh | ABHD5-PLIN5 inh | iPSC survival up | HTR2A ag | ABCB6 inh 2 | Glyco luc inh | aDG glyco act | H9c2 protect | MC4R ag barr
# Listed for O=C(O)/C=C\C(=O)Nc1ccccc1C(=O)N1CCN(c2ccc(Cl)cc2)CC1 : 0 | -2 | 0 | -1.1 | 2 | 101 | -2 | -0.1 | -3 | -0.1
# Listed for O=C(Oc1cccc(-n2cnnn2)c1)c1ccco1 : -5 | -2 | 5 | -0.1 | -1 | 82 | 2 | -0.2 | 17 | -1.7
# Listed for CCCCC(=O)Nc1cc(NC(=O)CCCC)cc(C(=O)O)c1 : 1 | 0 | 4 | -0.1 | 0 | 87 | 3 | -0.1 | 0 | -0.7

# Additional compounds follow.
# The line under a structure holds: MC4R antagonist	Exocytosis inh	ABHD5-PLIN5 inh	iPSC survival up	HTR2A ag	ABCB6 inh 2	Glyco luc inh	aDG glyco act	H9c2 protect	MC4R ag barr
Cn1c(=O)c2c(nc(CN3CCN(C(=O)c4ccco4)CC3)n2Cc2ccccc2F)n(C)c1=O
  3	-13	-5	2.0	0	91	3	0.0	-4	2.4
Cc1n[nH]c(=O)n(N=Cc2c[nH]c3ccccc23)c1=O
  0	6	-1	2.7	-1	96	1	0.1	9	-2.9
CS(=O)(=O)N(CC(=O)N1CCN(Cc2ccc3c(c2)OCO3)CC1)Cc1ccc(Cl)cc1
  -3	-1	9	-1.8	-3	95	-2	0.5	-12	-0.2
CCC(Oc1ccccc1)C(=O)Nc1ccccc1C(=O)N1CCN(C)CC1 (stereo not drawn)
  -1	1	6	-0.4	0	100	4	0.0	7	-0.3
COc1ccc(-c2[nH]ncc2CNCCn2cccn2)c(F)c1
  9	-3	0	-0.5	5	101	-1	0.1	11	0.8
Cc1nn(C2CCS(=O)(=O)C2)c(C)c1CN(C)C(=O)c1ccccc1 (stereo not drawn)
  12	0	-11	0.3	6	96	0	0.0	-5	-0.7
CCC(C)NC(=O)c1ccccc1NC(=O)c1ccc(CSc2ccc(C)cc2)cc1 (stereo not drawn)
  -2	-2	0	-1.7	8	101	-2	0.1	-3	-1.5
Cc1c(CCNC=O)cc(C)c2c3c(oc12)CCCC3
  -13	-3	8	-0.7	-1	95	-2	0.0	-6	-0.1
CCN(CC)S(=O)(=O)c1ccc(Cl)c(NC(=O)c2ccc(C#N)cc2)c1
  1	-2	0	-1.5	-1	93	-7	-0.1	4	0.9
CCOc1ncccc1C(=O)OC(C)C(=O)Nc1ccc(Cl)cn1 (stereo not drawn)
  6	-7	-1	0.0	3	99	-2	1.2	0	-1.7
CCN1C[C@@H]2[C@@H]3C(=O)N(Cc4ccccc4)C(=O)[C@@H]3[C@](C)(C(=O)OC)N2C1=NC1CCCCC1
  0	-1	4	-0.2	1	93	0	0.6	6	0.2
CCC(C)(C)n1nnnc1C(C(C)C)N(Cc1cccnc1)Cc1ccco1 (stereo not drawn)
  1	18	11	0.9	2	92	-1	-0.1	10	-0.7
C[C@H](CO)N1C[C@H](C)[C@@H](CN(C)C(=O)Nc2ccc(C(F)(F)F)cc2)Oc2c(NS(=O)(=O)c3ccccc3)cccc2C1=O
  4	-5	5	0.1	0	100	3	0.1	3	-0.6
COC(=O)C1=C(C)NC2=C(C(=O)CC(C)(C)C2)C1c1cn(Cc2ccc(Br)cc2)nc1-c1ccccc1 (stereo not drawn)
  15	14	4	-4.2	2	90	-5	0.5	10	-1.5
CNc1ccccc1C(C)(C)c1cn(-c2ccc([N+](=O)[O-])cc2)nn1
  6	-25	5	-0.4	-1	102	-2	0.0	-8	-0.3

# Sorted by the number under ABHD5-PLIN5 inh (largest number first): 6 from the list above
Molecule,MC4R antagonist,Exocytosis inh,ABHD5-PLIN5 inh,HTR2A ag,ABCB6 inh 2,Glyco luc inh,aDG glyco act,MC4R ag barr
CCC(C)(C)n1nnnc1C(C(C)C)N(Cc1cccnc1)Cc1ccco1 (stereo not drawn),1,18,11,2,92,-1,-0.1,-0.7
CS(=O)(=O)N(CC(=O)N1CCN(Cc2ccc3c(c2)OCO3)CC1)Cc1ccc(Cl)cc1,-3,-1,9,-3,95,-2,0.5,-0.2
C[C@H](CO)N1C[C@H](C)[C@@H](CN(C)C(=O)Nc2ccc(C(F)(F)F)cc2)Oc2c(NS(=O)(=O)c3ccccc3)cccc2C1=O,4,-5,5,0,100,3,0.1,-0.6
COC(=O)C1=C(C)NC2=C(C(=O)CC(C)(C)C2)C1c1cn(Cc2ccc(Br)cc2)nc1-c1ccccc1 (stereo not drawn),15,14,4,2,90,-5,0.5,-1.5
CCN(CC)S(=O)(=O)c1ccc(Cl)c(NC(=O)c2ccc(C#N)cc2)c1,1,-2,0,-1,93,-7,-0.1,0.9
Cn1c(=O)c2c(nc(CN3CCN(C(=O)c4ccco4)CC3)n2Cc2ccccc2F)n(C)c1=O,3,-13,-5,0,91,3,0.0,2.4

# Assay outcomes deposited in PubChem BioAssay by several laboratories.
